Yfh1-depleted yeast – enhancers of respiration in Yfh1-depleted yeast, dose response, Friedreich's ataxia, plus single-dose screen (AID 1465); S. cerevisiae Yfh1-off respiration, WST-1 reduction, 72 h; higher fold induction means a stronger effect; one-dose fold induction at 50 µM; EC50 in µM for titrated hits; actives 0.074% (n = 220,000);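 active = fold induction of absorbance versus untreated yeast above a set limit, then at least 30% activation at any dose in follow-up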;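 note: activators that raise dye reduction in frataxin-depleted yeast; strong numbers were not always called active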
M1AAP inhibition – P. falciparum M1AAP inhibitors, biochemical, fluorogenic H-Leu-NHMec substrate, 1536-well (AID 1445) | actives 0.42% (n = 220,000) | Aminopeptidase N (Plasmodium falciparum (isolate 3D7)) | recombinant M1AAP, H-Leu-NHMec fluorogenic kinetic assay; higher % means a stronger effect | inhibition, % at 30 µM; hits with a dose series show IC50 in µM;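 active = primary inhibition above the hit cutoff, then over 50% inhibition at one or more dose response concentrations, cut at about 23% in these data, passing the limit was not always enough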;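 note: plate controls were DMSO full reaction for no effect and no enzyme background for full effect; strong numbers were not always called active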
T cell HTS – modulators of CD8 T cell-vesicle binding, primary screen, mouse 2C CD8+ T cells, flow cytometry; calls only at 7 µM; actives 0.068% (n = 330,000); AID 2052, 2009; 2C CD8+ T cell-vesicle binding; active compounds read low;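 active = response, share of CD8 T cells binding vesicles, and their 90th percentile fluorescence all below set limits, cut at about 80% in these data, passing the limit was not always enough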
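Also added: QL9-peptide-loaded Drosophila micro-vesicles bearing Ld, ICAM-1 and B7-1; Test system: purified 2C TCR transgenic mouse naive CD8+ T cells; Measured by: cytometric PE anti-B7-1 and Alexa647 anti-CD8 signals after 1% paraformaldehyde fixation; Timing: binding step 1.5 h, 37 °C, antibody labelling 20 min, ice.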
Autophagy mod – autophagy modulators in MEF cells, primary screen, imaging, high-content, MEF GFP-LC3; MEF GFP-LC3 puncta imaging; test concentration mostly 10 µM; calls only at 10 µM (by protocol); actives 0.98% (n = 190,000); AID 463193, 2010;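 active = percentage of spot-positive cells more than 3 SD above its plate mean, without a fluorescence outlier flag or 80% toxicity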;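 note: spot-positive cell cutoff set from DMSO-treated cells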
MT stabilize HCS – microtubule stabilizers in HeLa cells, primary screen, imaging, high-content imaging | AID 2205, 2009 | actives 0.83% (n = 200,000) | % tubulin-high responders, % at 10 µM | HeLa tubulin immunostaining HCS, 24 h; share of cells brighter than vehicle mean+2SD;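 active = plate Z-score above 3 for both tubulin-high and condensed-nucleus cell shares, with cell loss under 80%, at 10 µM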;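 note: anti alpha tubulin signal scored within the nucleus-defined area of each cell; some results filed as inactive read as strong as hits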
WT yeast gro inh – growth inhibition of WT strain, primary screen, mitochondrial fusion inhibitor project, WT and mutant strains, chemical genetic; AID 1362, 2008; inhibition, % at 10 µM; actives 2.1% (n = 190,000); mitochondrial fusion phenotypic screen; in the data active = inhibition above about 58%; tested in S. cerevisiae
Dynein cargo inh – inhibitors of GR-EGFP nuclear translocation, primary screen, dynein cargo transport inhibitor project, imaging, high-content, 3617.4 mouse cells | z-score, hits read low | actives 0.47% (n = 220,000) | test concentration mostly 20 µM; stimulated with dexamethasone, 1 µM; active compounds read low;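 active = plate z-score of nuclear minus cytoplasmic receptor signal below a set negative limit, without overly bright fluorescence or cell loss, cut at about -3.5 in these data, passing the limit was not always enough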;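 note: z-score of nuclear minus cytoplasmic ring GR-EGFP intensity difference per well; some compounds called inactive have numbers as strong as hits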
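Buffer or medium: Induction medium lacking tetracycline, stripped serum | Also added: Dexamethasone agonist, 1.0 µM final, for 30 min | Timing: 48 h induction, 1 h compound, 30 min dex at 37 °C | Detection: Formaldehyde fixation, Hoechst nuclear stain, 10x automated fluorescence imaging | Measure: Nuclear versus cytoplasmic GR-EGFP signal, averaged per well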
b-catenin transl – modulators of beta-catenin nuclear translocation, primary screen, imaging, HeLa cells, immunofluorescence, high-content. nuclear translocation activity, % at 5 µM. actives 0.3% (n = 190,000). AID 1665, 2009;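 active = nuclear translocation activity above 50% at 5 µM, with a well cell count of 50 or more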;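 note: per-cell ratio of nuclear to cytoplasmic median beta-catenin stain intensity; plate controls were DMSO negative control for no effect and GSK-3 inhibitor IX positive control for full effect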
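Test system: human HeLa cells, native beta-catenin. Compound dosing: 5 µM primary single dose, 0.1% DMSO, 0.02–20 µM confirmation series. Incubation: compound exposure 24 h at 37°C. Detection: beta-catenin immunostaining with DAPI counterstain, 20x imaging, 6 fields/well. Read-out basis: Nuclear/cytoplasmic beta-catenin signal ratio, % activation.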
M17LAP inhibition – P. falciparum M17LAP inhibitors, primary screen, biochemical, fluorogenic H-Leu-NHMec substrate, 1536-well (AID 1619) | Leucine aminopeptidase (Plasmodium falciparum (isolate 3D7)) | recombinant M17LAP, H-Leu-NHMec fluorogenic kinetic assay; higher % means a stronger effect | inhibition, % at 30 µM; hits with a dose series show IC50 in µM | actives 0.38% (n = 220,000);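 active = compound inhibiting the enzyme by more than half at any dose during confirmatory dose-response retesting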;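 note: plate controls were full reaction with DMSO carrier for no effect and no enzyme background for full effect; strong numbers were not always called active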
WT yeast gro inh mutant strain – recorded beside WT yeast gro inh, whose call it bears; inhibition, %; mitochondrial fusion phenotypic screen, mutant strain inhibition
Dynein cargo inh cytoplasmic EGFP – recorded beside Dynein cargo inh, whose call it bears; z-score; measured here: cytoplasmic GR-EGFP intensity; active compounds read high
Dynein cargo inh nuclear GR-EGFP – recorded beside Dynein cargo inh, whose call it bears; z-score; measured here: nuclear GR-EGFP intensity;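 lower value marks the stronger effect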
Dynein cargo inh cell count – recorded beside Dynein cargo inh, whose call it bears; z-score; measured here: cell count per field
b-catenin transl cell count 5 µM – further read-out of b-catenin transl, marked with its call; cell count; measured here: cell count, cytotoxicity flag
T cell HTS vesicle-bound % – recorded beside T cell HTS, whose call it bears; double positive events, %; measured here: CD8+ vesicle-bound cell fraction;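 binding gate set so that unloaded-vesicle control wells show 10% double positive cells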
MT stabilize HCS Hoechst-high % – also measured in MT stabilize HCS; calls as there; % Hoechst-high responders; measured here: nuclear condensation Hoechst responders;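 share of cells brighter than vehicle mean plus two SD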
MT stabilize HCS cytotoxicity % – recorded beside MT stabilize HCS, whose call it bears; toxicity, %; measured here: cytotoxicity by cell density;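 0% = mean cell density of plate MIN control wells and 100% = no cells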
Autophagy mod cell loss 18 h – recorded beside Autophagy mod, whose call it bears; toxicity, %; measured here: cell loss, nuclei count;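 cell loss after 18 h compound exposure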
Active calls of the source: *; i = inactive; . = not tested or not shown; + = active, no number.

SMILES	Yfh1-depleted yeast	M1AAP inhibition	T cell HTS	T cell HTS vesicle-bound %	Autophagy mod	Autophagy mod cell loss 18 h	MT stabilize HCS	MT stabilize HCS Hoechst-high %	MT stabilize HCS cytotoxicity %	WT yeast gro inh	WT yeast gro inh mutant strain	Dynein cargo inh	Dynein cargo inh cytoplasmic EGFP	Dynein cargo inh nuclear GR-EGFP	Dynein cargo inh cell count	b-catenin transl	b-catenin transl cell count 5 µM	M17LAP inhibition
S=C(NC1CCCCC1)N1CCc2ccccc2C1	i	5%	i	54	i	-8	3.1	2.4	2.8	40	43	-0.18	-0.24	-0.18	0.56	.	.	-5%
COc1cc(/C=N/NC(=O)c2cccnc2)ccc1OC(=O)c1ccc([N+](=O)[O-])cc1	i	11%	i	28	i	0	3.3	1.1	7.0	7	7	-0.62	-0.31	-0.23	1.1	1.0	1204	10%
COc1ccc(-c2[nH]ncc2N=Nc2ccccc2)cc1	i	7%	i	34	i	5	19*	38*	36*	-100	-21	-0.33	-0.24	-0.47	0.49	89*	369*	0%
CCN(CC)C(=O)Oc1cc(=O)n(C)c2ccccc12	i	4%	i	45	i	-1	2.8	3.1	8.8	-9	-7	-1.3	-0.25	-0.65	0.77	.	.	1%
CCCC(=O)Nc1ccc(Nc2ccccc2)cc1	i	2%	i	49	i	21	3.5	1.2	1.7	13	5	1.8	-0.25	1.2	-1.3	0.8	899	6%
CCN(CC(=O)NC(C)C)C(=O)C(CCSC)NC(=O)c1ccccc1OC (stereo unspecified)	i	-1%	i	39	i	4	5.5	1.6	5.1	-8	-7	-0.55	-0.32	0.07	0.99	0.2	1093	1%
CSc1nnc(-c2ccncc2)n1/N=C/c1cn(-c2ccccc2)nc1-c1ccc(Cl)cc1	i	-10%	i	25	.	.	.	.	.	.	.	1.4	-0.081	1.3	-0.24	-0.1	1397	14%
COc1ccc(-c2nn(CC(=O)N(C)C)c(=O)c3ccccc23)cc1	i	-1%	i	19	i	-7	3.0	4.1	1.5	17	3	0.73	-0.15	0.76	0.47	1.4	1010	9%
O=C(NCC(c1cccs1)N1CCOCC1)c1cccc([N+](=O)[O-])c1 (stereo unspecified)	i	6%	i	43	i	-12	2.2	1.6	5.5	-15	6	0.017	-0.24	-0.13	0.53	-1.5	1007	7%
Cc1c(Cl)cccc1N1C(=O)c2ccccc2C1=O	.	-3%	i	10	i	-3	3.1	0.8	46	15	-4	0.91	-0.23	0.61	0.41	-0.7	1102	-4%
CCOc1ccc(S(=O)(=O)Nc2cccc(C)c2)c2cccnc12	i	1%	i	54	i	-12	1.8	1.2	3.8	0	-4	-0.5	-0.26	0.17	0.75	1.8	1054	-2%
COC(=O)Cc1ccc(NC(=S)N2CCCC(CO)C2)cc1 (stereo unspecified)	i	-1%	i	47	i	-8	2.5	2.8	6.1	-16	-6	-1.4	0.00065	-0.89	0.59	-0.2	1088	5%
CCCCN(CCCC)C(=S)NC(=O)c1ccccc1Cl	i	-1%	i	35	i	5	2.9	2.9	11	64*	47*	-0.059	-0.23	0.092	0.28	-3.4	543	-1%
Cc1c(Br)c(C(F)(F)F)nn1CC(=O)NCc1ccco1	i	4%	i	51	i	29	1.6	1.9	1.1	6	-1	0.18	0.036	0.23	0.018	-0.1	1089	-2%
COc1ccc(NC2c3ncccc3C(=O)N2Cc2ccccc2)c(OC)c1 (stereo unspecified)	i	4%	i	8	i	-2	3.7	3.1	6.4	-7	-7	-0.38	-0.21	-0.33	1	-1.8	1162	7%
O/N=C1\CCCc2nnc3c(c21)CCCC3	i	4%	i	32	i	12	2.4	2.1	2.1	6	24	-1.2	-0.22	-0.61	0.92	-0.8	822	6%
CC1Cc2ccccc2N1S(=O)(=O)c1cccs1 (stereo unspecified)	i	9%	i	5	i	6	6.9	3.2	4.5	13	16	2.1	1.8	1.6	-1.9	-2.1	1034	-9%
Cc1cc(NCCO)nc(N2CCOCC2)n1	i	5%	i	48	i	-4	2.8	2.5	6.6	12	6	-0.029	-0.0047	0.27	0.56	-0.4	1350	-3%
CN(CCNC(=O)CN1CCN(Cc2ccccc2Cl)C1=O)Cc1ccccc1	i	4%	i	41	i	-9	2.6	1.9	5.6	-4	13	-0.3	-0.18	0.25	-0.21	.	.	13%
Cn1ccnc1Sc1cc(NCCCO)c([N+](=O)[O-])c2nonc12	i	13%	i	60	i	-9	3.6	1.9	2.9	4	-7	-4.9*	1.6*	-2.3*	0.36*	-2.8	1053	22%
COc1cccc(/C=C2\Sc3ccc(C(=O)NCc4cccnc4)cc3N(C)C2=O)c1	i	5%	i	15	i	-8	2.9	2.4	7.6	7	-5	-0.34	-0.21	-0.23	0.47	2.0	1242	12%
COc1ccc(CC(=O)NCc2nnc(SCC(=O)Nc3ncc(C)s3)n2C)cc1	i	2%	i	54	i	-3	1.8	1.8	10	-8	12	-0.064	-0.26	-0.62	0.9	-1.7	893	35%
C/C(=N\NC(=O)Cn1cc([N+](=O)[O-])cn1)c1ccco1	i	5%	+	8.3*	.	.	.	.	.	.	.	1.2	-0.0082	1.2	-2.2	-1.3	1310	9%
COc1cccc(/C=C2/NC(=O)NC2=O)c1OCC(=O)Nc1ccccc1	i	6%	i	22	i	9	4.0	2.1	8.4	-1	17	1.1	-0.32	0.99	-0.42	-3.7	1092	1%
COc1ccc(NC(=O)c2ccccn2)cc1	i	8%	i	35	i	-15	3.0	2.0	5.5	18	24	-0.59	-0.18	-0.42	-0.086	-3.1	1002	-23%
CC(=O)OC(C(=O)NCc1ccco1)c1cccnc1 (stereo unspecified)	i	1%	i	18	i	11	3.7	2.3	19	2	6	0.75	-0.031	0.8	0.95	.	.	-1%
CSC(=S)N/N=C(\C)c1ccccc1	i	6%	i	58	i	0	4.3	3.3	2.1	65*	37*	-0.43	-0.31	-0.31	1.1	-4.2	1084	-14%
Nc1c(C(=O)N/N=C/c2ccccc2Cl)oc2nc(-c3ccccc3)cc(-c3ccco3)c12	i	13%	i	29	.	.	.	.	.	.	.	-2.8	24	2.9	1.3	0.0	1288	1%
O=C1NCCN(Cc2ccoc2)C1CC(=O)N(Cc1ccccc1)CC1CCC1 (stereo unspecified)	i	0%	i	6	i	6	3.9	1.7	3.9	4	3	-0.94	-0.28	-0.49	0.51	-1.6	1039	-2%
COC(=O)CSc1nnc(-c2ccco2)o1	i	-4%	i	31	i	-10	6.4	4.0	5.0	7	51	-0.48	-0.17	0.019	-0.22	-1.5	1163	5%
C=C(C)CN1C(=O)c2ccccc2C1=O	i	-4%	i	17	i	28	1.2	1.2	5.3	4	5	-0.06	-0.19	0.29	0.009	-1.3	1158	0%
O=C(COC(=O)c1ccc(O)cc1)NCC1CCCO1 (stereo unspecified)	i	1%	i	23	i	-1	5.4	3.2	11	-13	26	-0.56	0.18	-0.11	0.089	0.6	1098	-1%
Cc1ccc(NC(=O)CCC(=O)N/N=C/c2cc([N+](=O)[O-])ccc2O)cc1	i	12%	i	50	i	11	3.5	2.1	0.8	-9	20	-0.61	-0.23	-0.35	0.37	-0.1	1012	-5%
CCCn1nnnc1NCc1cc(Br)ccc1OC	i	9%	i	13	i	1	1.5	1.5	2.8	-12	6	-0.61	-0.32	-0.3	0.39	-2.1	1544	-9%
Cc1cc([N+](=O)[O-])ccc1NC(=O)C1CCCO1 (stereo unspecified)	i	-1%	i	40	i	5	3.7	1.9	8.7	-12	-13	0.16	-0.31	-0.23	-0.012	-2.7	1041	16%
CCOc1cc(N2CCOCC2)c(OCC)cc1NCC(=O)N1CCN(Cc2ccccc2)CC1	i	3%	i	15	.	.	.	.	.	.	.	1.5	-0.23	2	-1.9	-0.9	1315	-7%
CC(=O)Nc1ccc2nc(NC(=O)COc3ccc(C)cc3)sc2c1	i	1%	i	42	i	6	3.4	1.8	8.1	20	22	0.26	-0.29	-0.033	0.15	0.0	1142	-2%

From PubChem BioAssay
